# mcGAS MS inh: inhibitors of Mus musculus cyclic GMP-AMP synthase, initial high-throughput assay, cell-free, RapidFire MS; recombinant mouse cGAS, cGAMP by RapidFire MS; inhibition, % at 12.5 µM; AID 1259397, 2018; 0.18% of 130,000 active; Q8C6L5;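 active = inhibition of cGAS enzyme activity at or above 60%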;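 note: enzyme stimulated by 45 bp dsDNA with ATP and GTP substrates; cGAMP share of summed cGAMP plus half ATP and half GTP signals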
# Target sequence (Q8C6L5 whole entry, looked up): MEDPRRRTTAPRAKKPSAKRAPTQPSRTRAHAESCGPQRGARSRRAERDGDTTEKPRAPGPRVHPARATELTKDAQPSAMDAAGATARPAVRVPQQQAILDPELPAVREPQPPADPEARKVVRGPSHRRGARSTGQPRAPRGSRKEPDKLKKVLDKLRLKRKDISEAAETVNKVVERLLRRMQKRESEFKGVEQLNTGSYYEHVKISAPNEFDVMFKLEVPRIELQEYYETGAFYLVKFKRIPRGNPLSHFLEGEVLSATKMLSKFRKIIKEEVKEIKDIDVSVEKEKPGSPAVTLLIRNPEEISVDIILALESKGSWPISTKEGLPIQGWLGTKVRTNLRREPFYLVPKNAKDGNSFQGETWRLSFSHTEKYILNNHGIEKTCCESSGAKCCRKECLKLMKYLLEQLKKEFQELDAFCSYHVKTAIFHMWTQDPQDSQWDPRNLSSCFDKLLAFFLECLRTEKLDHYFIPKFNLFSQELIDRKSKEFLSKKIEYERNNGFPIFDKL
# * hit, by the source's call; & = joins results of further samples.
SMILES,mcGAS MS inh
c1ccc(Cc2nc(C3CCCN(Cc4ccco4)C3)n[nH]2)cc1 (centres undefined),-7&5
O=S1(=O)CCC(NCc2cc(Cl)ccc2OCc2cccnc2)C1 (centres undefined),-1
COc1cccc(-n2nnc3c(=O)n(CC(=O)N4CCc5ccccc54)cnc32)c1,4
Cc1c(Cl)c(C(=O)N2CCC(O)(CN(C)C)C2)nn1C (centres undefined),-23
CN1N=C(C(=O)OCc2cccc(C(F)(F)F)c2)CCC1=O,-7
COCC(NC(=O)c1sc(C)nc1C)c1ccnn1C (centres undefined),-5
Cc1c(C(=O)NCCN2CCCC(O)C2)oc2c(F)cccc12 (centres undefined),4
Cc1ccc(-n2ncc3c(=O)n(NC(=O)c4ccc(Br)o4)cnc32)cc1C,-4
CCn1c(SCC(=O)N2CC(=O)Nc3ccccc32)nc2ccccc21,0
Cc1ccc(C(C)CCN2CCC(n3nccc3NC(=O)Cc3ccccc3)CC2)o1 (centres undefined),-2
CNC(=O)Cc1ccccc1NS(=O)(=O)c1ccc(Br)cc1,-2
Cc1sc(-n2c(C)ccc2C)c(C(=O)NCC2CCCO2)c1C (centres undefined),-7
O=C(CSCc1ccco1)c1ccccc1Cl,-7
Cc1ccccc1CCNC(=O)COn1nnc2ccc(Cl)cc21,-7
COc1ccc(OCC2CCCN(C(=O)c3cn(C4CCCCC4)nn3)C2)cc1 (centres undefined),-9
Oc1ccccc1-c1nncn1-c1ccccc1,-2
O=C1NCCCCC1SC1=N/C(=C\c2ccccc2)C(=O)N1c1ccc(F)cc1 (centres undefined),-1
CCCC(=O)NNC(=O)c1cc(C)[nH]n1,-1
O=S(=O)(c1ccccc1N1CCC(c2nncn2C2CC2)CC1)C(F)(F)F,1
CCn1c(N2CCN(Cc3ccccc3)CC2)nc2c1c(=O)[nH]c(=O)n2C,2
Cc1ccc(NC2SC(=O)N(CC(C)C)C2=O)c(C)c1 (centres undefined),-3
COc1ccc(CCN2CC(NC(=O)NC3CCCCC3)CC2=O)cc1 (centres undefined),-3
O=C(c1nc2sccn2c1CN1CC(O)C1)N1CCCCC1,-13
CCCC(NC(=O)c1ccc2c(c1)nnn2C)c1cccs1 (centres undefined),-14
CCCOc1ccc2nc(NC(=O)OC)sc2c1,9
O=C(c1ccc(Cl)c(Cl)c1)N1CCCC(OCc2ccc(Br)cc2)C1 (centres undefined),-4
CCc1cc2cccnc2n1S(=O)(=O)c1ccccc1,-6
Cc1c(C(C)NC(=O)N2CCC(C(N)=O)CC2)sc2ccccc12 (centres undefined),-7
Cc1cnc(CNC(=O)c2cccc(NCc3ccccn3)c2C)cn1,-4
CCc1ccc(NC2=NC(c3cccnc3)n3c(nc(C)cc3=O)N2)cc1 (centres undefined),6
O=C(CN1CCSC1=O)Nc1c(-c2ccccc2)nc2sccn12,0
CCOC(=O)Cn1cnc2c(nnn2Cc2ccccc2F)c1=O,7
O=S(=O)(Nc1ccc(F)c(F)c1F)c1ccc(Cl)c2ncccc12,-4
Cn1c(Cl)cnc1COC(=O)C1=Cc2cc(Cl)ccc2OC1,4
CC1(C)CC(CN2CCC(CCC(=O)NCc3cccc(Cl)c3)CC2)CCO1 (centres undefined),-9
COc1cc(NC(=O)c2ccccn2)ccc1Cl,9
O=C(CCC1CCN(C(=O)c2ccsc2)CC1)NC1CC1,-6
COCC(=O)Nc1cccc(-c2ccc(F)c(CO)c2)c1,-18
CC(C)c1cc(CN2CCC(c3ccnc(-c4cccc(O)c4)c3)C2)on1 (centres undefined),-7
O=C1NC2(CCCCC2)C(=O)N1CCOc1ccc(Cl)cc1Br,6
Cc1c(C(=O)N2CCCC3(CC2)CN(C)C(=O)O3)n(C)c2c(C)cccc12 (centres undefined),-11
CCc1nc([C@H]2CN(C)C[C@@H]2C(=O)NCc2ccccc2OC)c(C)[nH]1,-19
Cc1cc(=O)c(C(=O)N2CCC3(CCCN(CC4CCC4)C3)C2)c[nH]1 (centres undefined),-8
CNC(=O)[C@@H]1C[C@@H](N)CN1Cc1cc(-c2ccccc2)no1,-48
COc1ccc(C2CC(=O)Nc3ncnn32)cc1 (centres undefined),12
COC(=O)C1=CN(Cc2ccc(OC)cc2)C=C(C(=O)OC)C1c1ccc(OC)c(O)c1,-11
CC(=O)c1cc(CC(=O)NC2CC(=O)N(C3CCCCCC3)C2)cs1 (centres undefined),-7
N#Cc1ccc(OCC(=O)NNC(=O)Cc2cccc(C(F)(F)F)c2)cc1,-2
CC1Cc2cc(-c3cc(CO)no3)ccc2O1 (centres undefined),1
COc1ccc(-c2nc(CN(C)Cc3ccccn3)c(C)o2)c(F)c1,-10
NC(=O)C1CCCN(CCn2cnc(-c3ccccc3)c2-c2ncc[nH]2)C1 (centres undefined),-7
Cc1ccccc1N1CCN(Cc2ccc(C#CCO)s2)C(C)C1 (centres undefined),-12
C=CCSc1nnc(-c2cc(Br)ccc2N)c(=O)[nH]1,2
OCc1cc(-c2ccc(Cl)cc2)on1,-2
CC(C)c1cccc(NC(=O)CS(=O)(=O)Cc2ccn(C)c(=O)c2)c1,-1
CCOC(=O)C(C)(C)N(C)C(=O)CNC(=O)Cc1cccc(F)c1,-7
Cc1noc(C)c1S(=O)(=O)N1CCN(C(=O)c2ccc(Cl)c(Cl)c2)CC1,-9
C=C(C)CS(=O)(=O)c1ccccn1,-14
Cc1ccccc1C1=NC(C)(CC(=O)NCc2ccc(N(C)C)cc2)ON1C (centres undefined),-4
Cc1cccc(NC(=O)CC2CSc3nccc(=O)n32)c1C (centres undefined),-7

# Other entries.
SMILES,mcGAS MS inh
COc1ccc2cnn(-c3cccc(Cl)c3)c(=O)c2c1OC,-8
CCn1ccnc1[C@@H]1C[C@H]2CN(Cc3cccc(Cl)c3)C(=O)[C@]23CCCN13,-5
Cc1nc2n(n1)C(=O)C(C(c1ccc(Br)cc1)N1CCC(O)CC1)S2 (centres undefined),-8
CCOC(=O)CCNC(=O)NCc1nnnn1C1CCCCC1,-3
C1=CC2CC1CC2CN1CCN(Cc2ccncc2)CC1 (centres undefined),-1
CN(C)S(=O)(=O)c1ccc(SCCc2ccncc2)nc1,5
CC1CCN(Cc2nnnn2CC(=O)N2CCCC(C(=O)c3cccnc3)C2)CC1 (centres undefined),-7&-1
CC(=O)Nc1ccc(O)c(C(=O)N2CCC3(CCOCC3)CC2)c1,-26
CCCc1nc2c(c(=O)c3ccccc3n2C)c(=O)n1C1CCCC1,-8
CC(C)(C)C(NS(=O)(=O)c1ccc(F)cc1)c1ccccc1 (centres undefined),1
COC(=O)[C@@H]1C[C@@H](NC(=O)Cn2ncc3ccccc32)CN1C,-10
CC1C2(C)OC(=N)C(C#N)(C(c3ccccc3)O2)C1(C#N)C#N (centres undefined),9
C=CCn1c(SCCO)nc2sc3c(c2c1=O)CCCC3,3
NCc1ccc(CS(N)(=O)=O)cc1,-6
CO[C@H]1C=CO[C@@]2(C)Oc3c(C)c(O)c4c(O)c(c5c(nc6cc(C)ccn65)c4c3C2=O)NC(=O)C(C)=CC=C[C@H](C)[C@H](O)[C@@H](C)[C@@H](O)[C@@H](C)[C@H](OC(C)=O)[C@@H]1C,-16
Nc1nc2c(s1)CCC2,-4
O=C(Cc1ccc(S(=O)(=O)N2CCOCC2)s1)Nc1nnc(C2CC2)s1,2
Clc1cc(CSc2nccn2C2CC2)cc2c1OCO2,16
N#Cc1c(N)nc2c(c1-c1ccco1)CCCC2,10
COCCNc1nc(N)c([N+](=O)[O-])c(NCCO)n1,-1
CCC(CC)CN1CCc2c(sc(S(=O)(=O)NCC3CCCO3)c2C(=O)OC)C1 (centres undefined),6
C=C[C@@](C)(O)CCC1C(=C)C[C@H](OC(C)=O)C2C(C)(C)CCCC12C (some centres undefined),-7
Cc1cc2cc(CCNS(C)(=O)=O)c(=O)[nH]c2cc1C,-8
CCOC(=O)c1cn2nc(-c3cccnc3)nc2nc1C,-14
COc1cccc(-c2cc(C(=O)O)nc3cc(-c4ccc(Cl)cc4)nn23)c1,10
CC(C)(C)C1CCC(OC(=O)Cn2cnc([N+](=O)[O-])n2)CC1 (centres undefined),10
COc1ccc(OC)c(C(=O)Nc2ccc(Br)cc2C)c1,-7
O=C(COc1cccc2ccccc12)N1CCCC(O)C1 (centres undefined),-5
Cc1ccc(/[N+]([O-])=C/c2ccc(Br)cc2)cc1,-6
CN(C(=O)OC(C)(C)C)C1CCN(C(=O)C2CC2(Cl)Cl)C1 (centres undefined),-2
COC(=O)c1ccc(Cn2c(C)c(C(=O)NCc3cccc(C(F)(F)F)c3)sc2=O)o1,-8
O=C(NCCCCN1CCOC(c2ccccc2)C1)C(=O)NC1CCCC1 (centres undefined),0
COc1cccc(CN2CCN(Cc3c(C)cc(C)cc3-n3cccn3)CC2CCO)c1 (centres undefined),-11
CC(C)CC(CNS(=O)(=O)c1cccc(Cl)c1)N1CCOCC1 (centres undefined),-6
CCN(Cc1cc(Cl)ccc1OC)C(=O)c1cccnc1NC,-21
CNC(=O)CN(C)S(=O)(=O)c1ccccc1-c1ccccc1,6

# For reference, some entries already given:
SMILES,mcGAS MS inh
CC1C2(C)OC(=N)C(C#N)(C(c3ccccc3)O2)C1(C#N)C#N (centres undefined),9
C=CCn1c(SCCO)nc2sc3c(c2c1=O)CCCC3,3
NCc1ccc(CS(N)(=O)=O)cc1,-6
CO[C@H]1C=CO[C@@]2(C)Oc3c(C)c(O)c4c(O)c(c5c(nc6cc(C)ccn65)c4c3C2=O)NC(=O)C(C)=CC=C[C@H](C)[C@H](O)[C@@H](C)[C@@H](O)[C@@H](C)[C@H](OC(C)=O)[C@@H]1C,-16
Nc1nc2c(s1)CCC2,-4
O=C(Cc1ccc(S(=O)(=O)N2CCOCC2)s1)Nc1nnc(C2CC2)s1,2
Clc1cc(CSc2nccn2C2CC2)cc2c1OCO2,16
N#Cc1c(N)nc2c(c1-c1ccco1)CCCC2,10
COCCNc1nc(N)c([N+](=O)[O-])c(NCCO)n1,-1
CCC(CC)CN1CCc2c(sc(S(=O)(=O)NCC3CCCO3)c2C(=O)OC)C1 (centres undefined),6
C=C[C@@](C)(O)CCC1C(=C)C[C@H](OC(C)=O)C2C(C)(C)CCCC12C (some centres undefined),-7
Cc1cc2cc(CCNS(C)(=O)=O)c(=O)[nH]c2cc1C,-8
CCOC(=O)c1cn2nc(-c3cccnc3)nc2nc1C,-14
COc1cccc(-c2cc(C(=O)O)nc3cc(-c4ccc(Cl)cc4)nn23)c1,10
CC(C)(C)C1CCC(OC(=O)Cn2cnc([N+](=O)[O-])n2)CC1 (centres undefined),10
COc1ccc(OC)c(C(=O)Nc2ccc(Br)cc2C)c1,-7
O=C(COc1cccc2ccccc12)N1CCCC(O)C1 (centres undefined),-5
Cc1ccc(/[N+]([O-])=C/c2ccc(Br)cc2)cc1,-6
CN(C(=O)OC(C)(C)C)C1CCN(C(=O)C2CC2(Cl)Cl)C1 (centres undefined),-2
COC(=O)c1ccc(Cn2c(C)c(C(=O)NCc3cccc(C(F)(F)F)c3)sc2=O)o1,-8
O=C(NCCCCN1CCOC(c2ccccc2)C1)C(=O)NC1CCCC1 (centres undefined),0
COc1cccc(CN2CCN(Cc3c(C)cc(C)cc3-n3cccn3)CC2CCO)c1 (centres undefined),-11
CC(C)CC(CNS(=O)(=O)c1cccc(Cl)c1)N1CCOCC1 (centres undefined),-6
CCN(Cc1cc(Cl)ccc1OC)C(=O)c1cccnc1NC,-21
CNC(=O)CN(C)S(=O)(=O)c1ccccc1-c1ccccc1,6

# Later entries:
SMILES,mcGAS MS inh
Cc1cc(C)n(Cc2cc(C(=O)N3CCC3c3ccc(F)cc3)n[nH]2)n1 (centres undefined),2
CC1Sc2ccc(C(=O)N(C)C3CCCCC3)cc2NC1=O (centres undefined),-6
O=C(O)c1ccc(S(=O)(=O)N(Cl)Cl)cc1,1
Cc1nn(Cc2c(Cl)cccc2Cl)c(Cl)c1CNCCCOCC1CCCO1 (centres undefined),-8
CC(C)N(Cn1nc(-c2ccncc2)n(-c2ccc(Cl)cc2)c1=S)C(C)C,-8
CC1CC(C)CN(C(=O)C2CCCN2S(=O)(=O)c2ccc(Br)cc2)C1 (centres undefined),4
CN(Cc1ccc2ncccc2c1)C(=O)[C@@H]1C[C@H](N)CN1C,-13
Cc1[nH]c2ccccc2c1CC(=O)N1CCCC2(CNC(=O)O2)C1 (centres undefined),-6
CCOC(=O)C1=C(COC(=O)c2cnc(C)cn2)NC(=O)NC1C (centres undefined),-8
Cc1ccc(CN(C)C(=O)CCN=C2NS(=O)(=O)c3ccccc32)c(C)c1,-1
Cc1ccccc1CN1C(=O)COCc2ccc(-c3cncnc3)cc21,-5
COC(=O)[C@H]1C[C@@H](O)CCN1C(=O)c1cc(C)c(-c2ccccc2)s1,-12
COc1ccc(CNC2CCCC2)cc1-c1ccc(S(C)(=O)=O)cc1,-2
c1ccc2c(-n3cnnc3C3CCC3)cccc2c1,-28
Cc1ccc(CNC(=O)CCC2CCCN(C(=O)c3cc(C(C)C)no3)C2)o1 (centres undefined),7
Cc1c(C2CCN(CCc3ccccc3)CC2)noc1-c1ccc(Cl)cc1,8
Cc1n[nH]c(C)c1S(=O)(=O)Nc1ccccc1C(=O)NC1CC1,-2
NC(=O)c1ccc(S(=O)(=O)N(Cc2cccs2)CC2CCCO2)cc1 (centres undefined),-7
O=C(NNC(=O)c1ccco1)c1cccc(OC(F)F)c1,-8
Brc1cc2c(cc1CSc1nnnn1Cc1cccs1)OCO2,1
Cn1c(SCC(=O)c2ccccc2)nnc1-c1ccccc1F,-6
CN(Cc1ncccc1C(=O)O)Cc1nc2ccccc2n1C,-52
CCN1CCC(NCc2ccc(NC(C)=O)cc2)CC1,-2
COc1ccc(C)cc1CCNC(=O)c1ccsc1,-15
O=C(CN1CCN(c2ccc(F)cc2)CC1)NC1CCCC1,1
CN(C)S(=O)(=O)c1ccc(C(=O)Nc2ccc(C#N)cc2)o1,-14
Cc1ccc(/C=C/S(=O)(=O)N2CC(C(N)=O)c3ccccc32)cc1 (centres undefined),-8
O=P(CC(O)C(F)(F)F)(c1ccccc1)c1ccccc1 (centres undefined),16
COc1ccc(-c2sc(C)nc2C)c(OC)c1OC,-7
Cc1ccc(NC(=O)CSc2nnc3nc(C)cc(C)n23)c(Cl)c1,-4
O=C(CS(=O)(=O)Cc1ccc(Cl)cc1)NCc1cccs1,1
CCN1CCCC1CNCC(O)COc1c(C)cccc1C (centres undefined),0
O=C(NC1(c2ccc(F)cc2)CCC1)c1ccc[nH]c1=O,-2

# Some of the compounds tested. The share of hits here may be higher or lower than overall.
